Screens from PubChem BioAssay.
ERp5 inh: inhibitors of human ERp5 | inhibition, % at 9.99 µM | 350,000 tested, 0.05% active | ERp5 insulin aggregation, absorbance 650 nm, 90 min;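 active means mean replicate inhibition above about 25%, with every replicate also reaching it, limit read from the data, passing the limit was not always enough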
ARNT-TACC3 inh: ARNT/TACC3 interaction disruption. AlphaScreen His-ARNT PAS-B/GST-TACC3 binding, luminescence; TACC3 fragment carries E629A point mutation. Q9Y6A5. inhibition, % at 9.99 µM. AID 623870. 390,000 tested, 0.66% active;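 active means mean inhibition of replicates at least 50% and at least half of replicates each reaching 50%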;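 further: 0% = complete ARNT plus TACC3 wells and 100% = ARNT alone without TACC3; many hits fall short of the cut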
RAD54 inh: RAD54 (human) branch migration inhibition; Q92698; RAD54 Holliday junction branch migration, FAM/BHQ fluorescence; inhibition, % at 10.4 µM; 360,000 tested, 0.14% active; AID 602329;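 active means mean normalized replicate activity at least 40 and at least half of replicates scoring 40 or more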;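 further: 0% = median of neutral control wells and 100% = median of positive control wells; inhibitors cause a drop in the FAM fluorescence signal; in these data hits start at about 50%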
Target sequence (Q92698 whole entry, looked up): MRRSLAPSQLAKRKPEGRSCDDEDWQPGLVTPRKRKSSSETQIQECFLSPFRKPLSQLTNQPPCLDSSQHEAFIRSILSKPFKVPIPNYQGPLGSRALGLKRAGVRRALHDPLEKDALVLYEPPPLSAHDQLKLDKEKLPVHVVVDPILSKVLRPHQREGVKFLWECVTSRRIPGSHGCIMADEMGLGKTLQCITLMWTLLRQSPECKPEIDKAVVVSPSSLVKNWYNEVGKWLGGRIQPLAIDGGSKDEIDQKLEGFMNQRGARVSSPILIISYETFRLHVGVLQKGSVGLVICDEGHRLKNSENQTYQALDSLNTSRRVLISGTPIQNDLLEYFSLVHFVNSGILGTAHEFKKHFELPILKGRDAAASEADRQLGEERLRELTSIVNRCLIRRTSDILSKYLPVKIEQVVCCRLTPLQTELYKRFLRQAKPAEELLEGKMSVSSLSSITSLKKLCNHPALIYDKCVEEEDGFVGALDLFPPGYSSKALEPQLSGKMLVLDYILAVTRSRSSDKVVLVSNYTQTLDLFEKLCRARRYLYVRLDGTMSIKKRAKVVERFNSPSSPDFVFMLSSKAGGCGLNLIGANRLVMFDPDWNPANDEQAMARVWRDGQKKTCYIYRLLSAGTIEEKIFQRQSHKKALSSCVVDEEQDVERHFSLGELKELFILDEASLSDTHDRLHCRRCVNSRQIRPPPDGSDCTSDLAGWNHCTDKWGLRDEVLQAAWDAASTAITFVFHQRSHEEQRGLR
RAD52 inh: blocks human RAD52 DNA annealing; P43351; recombinant RAD52 DNA annealing, FRET fluorescence; inhibition, % at 18.7 µM; 360,000 tested, 0.46% active; AID 651710;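 active means every replicate showing at least 50% inhibition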
esBAF inh: SWI/SNF esBAF complex inhibition. 350,000 tested, 2% active. mouse ES cells, Bmi1-luciferase knock-in reporter, 24 h; 100% = twice the neutral-well signal. reporter increase, % at 12.5 µM; in the data active means activation above about 40%;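 further: 0% = median of the plate's neutral control wells and 100% = double that signal; a rise in the Bmi1 reporter signal indicates esBAF inhibition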
CASP6 VEID inh: inhibitors of human caspase-6; P55212; purified caspase-6, Z-VEID-R110 cleavage fluorescence; inhibition, % at 12.5 µM; 350,000 tested, 0.53% active; AID 686996;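 active means mean inhibition across replicates at least about 35%, with every replicate also reaching that limit, limit read from the data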;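 further: 0% = median of neutral control wells and 100% = no fluorescence left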
Target sequence (P55212 24-179 limits assumed): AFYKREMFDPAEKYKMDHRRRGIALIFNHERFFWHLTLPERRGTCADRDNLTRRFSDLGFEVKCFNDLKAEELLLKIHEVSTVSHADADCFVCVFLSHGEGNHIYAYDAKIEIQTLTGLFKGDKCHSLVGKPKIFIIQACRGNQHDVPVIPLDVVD
Target sequence (P55212 194-293 limits assumed): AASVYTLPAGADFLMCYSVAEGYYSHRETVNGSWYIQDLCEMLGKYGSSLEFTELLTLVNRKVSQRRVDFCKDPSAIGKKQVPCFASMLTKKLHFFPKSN
E-selectin induc: E-selectin induction on HUVECs; activation, % at 7.58 µM; 260,000 tested, 0.37% active; P16581; HUVEC E-selectin immunofluorescence imaging; normalized: neutral wells 0, TNF-alpha wells 100;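 active means mean E-selectin-positive cell signal at least 10% of the positive control, reached in at least 60% of replicates, without over 20% cell loss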;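 further: in these data hits start at about 27%; measured in HUVEC primary endothelial cells; signal is the percent of cells scored E-selectin positive by PE staining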
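assay system = HUVEC, human umbilical vein endothelial cells | input = 3,000 HUVEC seeded per well | medium = EGM-2 growth medium on 0.1% gelatin-coated wells | dosing = one compound dose added by pin transfer | signal = immunofluorescence imaging | read-out basis = % PE-positive cells | control set = TNF-alpha, DMSO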
PglD DTNB: blocks C. jejuni PglD acetyltransferase activity. AID 602405. 360,000 tested, 0.098% active. inhibition, % at 12.5 µM. purified PglD enzyme, DTNB colorimetric CoA detection; in the data active means inhibition above about 16%, passing the limit was not always enough; further: strong numbers were not always called active
Numbers without * were called inactive; · = not tested or not shown; & = joins results of further samples.

structure	ERp5 inh	ARNT-TACC3 inh	RAD54 inh	RAD52 inh	esBAF inh	CASP6 VEID inh	E-selectin induc	PglD DTNB
CCc1nc2nc(C)c(NS(=O)(=O)c3cccs3)c(=O)n2[nH]1	0	-4	-10	0	1	-3	·	5
O=C(Cn1ncc2ccccc21)N1CCN(c2cccc(C(F)(F)F)c2)CC1	·	1	-1	·	5	·	·	-3
O=S(=O)(/N=S1\CC=CCN1S(=O)(=O)c1ccccc1)c1ccccc1 (centres undefined)	-1	-18	·	-4	·	5	·	·
O=C(CC(c1ccccc1)(c1ccccc1)c1ccccc1)N[C@@H](Cc1ccccc1)C(=O)O	0	-10	1	-10	8	1	-0.1	3
Cc1cc(C)cc(N(C(C)C(=O)N2CCOCC2)S(C)(=O)=O)c1 (centres undefined)	-1	0	·	-5	·	1	·	·
O=C(N/N=C\c1ccccn1)C1c2ccccc2Oc2ccccc21	3	0	·	-11	·	1	·	·
CC(C)(C)CC(=O)Nc1nc(C(N)Cc2ccc(C(F)(F)F)cc2)cs1 (centres undefined)	0	·	9	-71	-5	3	2.8	4
CC(C)NC(=O)CSc1nnc(COc2ccccc2Cl)o1	·	-2	-5	·	-12	·	·	4

(further entries)
structure	ERp5 inh	ARNT-TACC3 inh	RAD54 inh	RAD52 inh	esBAF inh	CASP6 VEID inh	E-selectin induc	PglD DTNB
C[C@H]1CN([C@@H](C)CO)C(=O)c2cc(NS(=O)(=O)c3cccs3)ccc2O[C@@H]1CN(C)C(=O)Nc1ccc(F)cc1	1	-2	2	-22	5	1	0.0	2
CC(Oc1cccc(Cl)c1)C(=O)N1CCCN(C)CC1 (centres undefined)	11	-2	-2	-8	·	-5	-4.7	1
COCCN(C(=O)COC(=O)c1cc(C)oc1C)c1c(N)n(Cc2ccccc2)c(=O)[nH]c1=O	5	-4	-7	-16	-6	6	·	-2
CC(C)C#Cc1ccc2c(c1)O[C@H](CN(C)Cc1ccccn1)[C@H](C)CN([C@H](C)CO)S2(=O)=O	-1	2	-13	-1	6	3	0.3	12
Cc1noc(C)c1S(=O)(=O)Nc1ccc2c(c1)C(=O)N([C@@H](C)CO)C[C@H](C)[C@H](CN(C)C(=O)Nc1ccc3c(c1)OCO3)O2	-1	-3	3	11	4	-2	·	-4
CCCCC1=CC2=C(c3ccco3)C(=O)C(C)(OC(=O)c3ccc(OC)cc3)C(=O)C2=CN1Cc1ccco1 (centres undefined)	·	-2	-1	·	-2	·	·	0
CC1(C)CNC(=O)c2sc(NC(=O)CN3CCOCC3)nc2C1	·	3	0	·	4	·	·	2
CC(C)C#Cc1ccc2c(c1)O[C@@H](CN(C)S(=O)(=O)c1cn(C)cn1)[C@@H](C)CN([C@H](C)CO)S2(=O)=O	-2&-2&0	13&-2	5&3&4	-6&5&8	0&-4&1	5&-2&4	0.8	-1&-2&1

(continued)
structure	ERp5 inh	ARNT-TACC3 inh	RAD54 inh	RAD52 inh	esBAF inh	CASP6 VEID inh	E-selectin induc	PglD DTNB
CCc1ccc(C(O)c2ncc(-c3ccc(C)cc3)[nH]2)cc1 (centres undefined)	2	·	1	4	4	1	0.1	8
Cc1nc(CS(=O)(=O)c2ccc(Cl)cc2)sc1C(=O)O	1	-6	·	-10	·	1	·	·
CC(C)(C)N(CC(=O)NC1CCCCC1)C(=O)CS(=O)CC(=O)Nc1ccc(F)cc1 (centres undefined)	-2	-7	0	-10	0	·	·	-6
CNC(=O)C[C@@H]1CC[C@H]2[C@H](COc3ccc(NC(=O)C(C)C)cc3C(=O)N2C)O1	·	-10	-13	·	0	·	-0.1	0
Cc1nnc(SC(C)C(=O)c2c[nH]c3ccccc23)n1C1CC1 (centres undefined)	-14	·	0	-5	2	-4	-0.2	7
CN(C)S(=O)(=O)c1cccc(NC(=O)Cc2ccsc2)c1	-3	·	-2	-28	1	-1	0.1	0
Cc1ccc(C(=O)Nc2nc(C(C)(C)C)cs2)s1	·	-1	-9	·	66*	·	·	-4
O=C(CSc1nc(N2CCOCC2)nc(N2CCOCC2)n1)Nc1ccc(Cl)cc1Cl	8	-2	8	-12	·	1	-0.1	3

Next records
structure	ERp5 inh	ARNT-TACC3 inh	RAD54 inh	RAD52 inh	esBAF inh	CASP6 VEID inh	E-selectin induc	PglD DTNB
O=C(CCc1ccccc1)NCC(=O)N/N=C/c1ccc2c(c1)OCO2	-2	·	·	-9	·	-2	0.9	·
Cc1nnc(C)n1/N=C/c1cc2ccccc2nc1Cl	0	5	4	-5	6	-1	0.0	-3
C#CCOCCOCCOCCNc1nc(N2CCN(C(=O)CCCCCCCCCCNC(=O)[C@H](CCCCN)n3cc(C[C@@H](C)CC)nn3)CC2)nc(N2CCN(C(=O)CCCCCCCCCCNC(=O)[C@H](CCCN=C(N)N)n3cc(C[C@@H](C)CC)nn3)CC2)n1	·	27	-5	·	-34	·	·	12
CCN(CC(=O)NC1CC1)S(=O)(=O)c1ccccc1	-4	2	9	-3	-6	0	-1.5	7
COc1cc2c(cc1OC)CN(C(=O)c1ccc(-c3ccccc3)cc1)CC2	3	-4	8	-1	3	6	-0.1	-1
COc1cc2ccccc2cc1C(=O)N/N=C/c1cccs1	-10	·	-1	-27	-3	5	·	-1
Cc1ccc(C(=O)NNC(=O)Cc2nc3nc(C)cc(C)n3n2)cc1	-10	-2	11	3	6	1	·	2
CO[C@H]1CN(C)C(=O)c2ccc(NC(=O)Cc3ccccc3)cc2OC[C@@H](C)N(CC2CC2)C[C@@H]1C	1	0	14	8	-4	-2	0.3	3

More records follow:
structure	ERp5 inh	ARNT-TACC3 inh	RAD54 inh	RAD52 inh	esBAF inh	CASP6 VEID inh	E-selectin induc	PglD DTNB
Cc1oc(-c2cc(F)ccc2F)nc1CN1CCC(C(=O)N2CCOCC2)CC1	2	-2	-3	-24	·	1	-1.4	-1
CC1c2cccn2CCN1S(=O)(=O)c1ccccc1 (centres undefined)	3	-5	1	-20	3	0	·	-3
O=C1CC(N2CCN(S(=O)(=O)c3ccccc3)CC2)C(=O)N1c1ccccc1 (centres undefined)	-3	7	·	-13	2	0	-0.2	·
CC(C)c1cc(C(=O)NCCc2ccccc2)no1	5	13	·	-7	24	-1	0.7	·
Cc1ccc([N+](=O)[O-])c(C(=O)N/N=C/c2cccnc2)c1	4	-2	-10	-14	-4	0	1.2	-3
COc1ccccc1NC(=O)N1C[C@H]2[C@@H](c3ccccc31)[C@H](CO)N2C(=O)c1ccccc1	2	-2	-3	-2	3	-4	-0.1	1
CN(C)C(=O)c1cc(F)ccc1Sc1cc(Cl)ccc1Cl	·	-11	-13	·	-5	·	·	1
O=C(O)Cc1ccc(Nc2cnn(C34CC5CC(CC(CC(=O)O)(C5)C3)C4)c(=O)c2Cl)cc1	2	-7	3	-10	-1	5	1.8	-8

Single records (already shown). Screens in order: ERp5 inh, ARNT-TACC3 inh, RAD54 inh, RAD52 inh, esBAF inh, CASP6 VEID inh, E-selectin induc, PglD DTNB
Record of CC(C)c1cc(C(=O)NCCc2ccccc2)no1 → 5, 13, ·, -7, 24, -1, 0.7, ·
Record of O=C(O)Cc1ccc(Nc2cnn(C34CC5CC(CC(CC(=O)O)(C5)C3)C4)c(=O)c2Cl)cc1 → 2, -7, 3, -10, -1, 5, 1.8, -8
Record of O=C1CC(N2CCN(S(=O)(=O)c3ccccc3)CC2)C(=O)N1c1ccccc1 (centres undefined) → -3, 7, ·, -13, 2, 0, -0.2, ·

Next part.
structure	ERp5 inh	ARNT-TACC3 inh	RAD54 inh	RAD52 inh	esBAF inh	CASP6 VEID inh	E-selectin induc	PglD DTNB
CCCN1[C@@H]2Cn3c(ccc(-c4ccccc4F)c3=O)[C@H]1[C@@H](C(=O)NCC)[C@@H]2CO	4	0	14	-1	0	0	-0.1	1
O=C(C1CCOCC1)N1CC(=O)N2[C@H](C1)[C@H](c1ccc(C#CC3CC3)cc1)[C@@H]2CO	-7	·	·	-4	·	-2	0.1	·
COc1cc2c(OC(C)=O)c3c(c(-c4ccc5c(c4)OCO5)c2cc1OC)C(=O)OC3	-1	-6	1	-11	-32	2	·	3
CCCCN1C(=O)CCC(C(=O)O)C1c1ccccc1 (centres undefined)	·	-5	2	·	-9	·	-2.0	-9
CN1CCN(NC(=O)Nc2cccc(F)c2)CC1	6	1	4	-13	·	0	4.2	1
C[C@H]1CN([C@@H](C)CO)C(=O)Cc2cc(NC(=O)CCCCCC(=O)Nc3ccccc3N)ccc2O[C@H]1CN(C)Cc1ccncc1	1	21	9	-33	-4	1	·	0
C[C@@H]1CN([C@H](C)CO)C(=O)Cc2cc(NC(=O)Cc3ccccc3)ccc2O[C@@H]1CN(C)Cc1ccncc1	-1	-2	2	0	4	-3	·	1
O=C(NCc1cccc(F)c1)c1ccc2nc(N3CCOCC3)sc2c1	1	·	-6	-20	2	1	-0.1	2

Next section:
structure	ERp5 inh	ARNT-TACC3 inh	RAD54 inh	RAD52 inh	esBAF inh	CASP6 VEID inh	E-selectin induc	PglD DTNB
COc1ccc(/C=C2\C(=O)NC(=O)c3ccccc32)cc1OC	-17	-9	·	-3	·	93*	-0.1	·
O=[N+]([O-])c1ccccc1S(=O)(=O)Nc1cccc2cccnc12	2	·	·	-10	·	1	0.5	·
Cn1ncc(Cl)c1C(=O)N1CCN(c2ccc(Cl)c(Cl)c2)CC1	-1	-23	2	-10	·	2	-0.7	3
O=C(Nc1ccccc1)NC1CS(=O)(=O)CC1O (centres undefined)	·	2	-15	·	-7	·	·	1
CCOC(=O)C1(Cc2ccccc2C)CCCN(Cc2cn(C)nc2C)C1 (centres undefined)	-1	5	·	-11	·	-1	·	·
O=C(C[C@@H]1C[C@H]2c3cc(NC(=O)Nc4ccccc4)ccc3O[C@H]2[C@@H](CO)O1)NCc1ccccc1	1	12	3	2	2	-2	0.4	0
COc1ccc(C)cc1NC(=O)CN1C(=O)c2ccccc2S1(=O)=O	-4	-4	3	-22	-1	4	·	1
O=C(Cc1ccccn1)NCC[C@H]1CC[C@H](NC(=O)Nc2ccc(C(F)(F)F)cc2)[C@@H](CO)O1	-4	12	6	-32	0	1	-0.2	0

The listing continues.
structure	ERp5 inh	ARNT-TACC3 inh	RAD54 inh	RAD52 inh	esBAF inh	CASP6 VEID inh	E-selectin induc	PglD DTNB
COC(=O)[C@@H](NC(=O)Nc1ccc(S(N)(=O)=O)cc1)C(C)C	-1	-7	·	-9	·	0	·	·
CC(C)Cc1nnc(NC(=O)C2CSC3(C)CCC(=O)N23)s1 (centres undefined)	2	-1	-10	-1	-1	2	1.5	-3
COCC(=O)N1C[C@H]2[C@@H](c3ccccc31)[C@@H](CO)N2C(=O)NC(C)C	3	-6	3	-19	2	1	0.2	-5
CCOC(=O)CSc1nnc(CNC(=O)c2ccc([N+](=O)[O-])cc2)n1C	6	37	-2	-11	0	-3	0.1	4
CCNC(=O)C[C@@H]1CC[C@H]2[C@H](COc3ccc(NC(=O)Nc4ccccc4OC)cc3C(=O)N2C)O1	·	-7	5	4	-1	0	-0.1	3

Of the compounds above, these have a Cl atom.
structure	ERp5 inh	ARNT-TACC3 inh	RAD54 inh	RAD52 inh	esBAF inh	CASP6 VEID inh	E-selectin induc	PglD DTNB
CC(C)NC(=O)CSc1nnc(COc2ccccc2Cl)o1	·	-2	-5	·	-12	·	·	4
CC(Oc1cccc(Cl)c1)C(=O)N1CCCN(C)CC1 (centres undefined)	11	-2	-2	-8	·	-5	-4.7	1
Cc1nc(CS(=O)(=O)c2ccc(Cl)cc2)sc1C(=O)O	1	-6	·	-10	·	1	·	·
O=C(CSc1nc(N2CCOCC2)nc(N2CCOCC2)n1)Nc1ccc(Cl)cc1Cl	8	-2	8	-12	·	1	-0.1	3
Cc1nnc(C)n1/N=C/c1cc2ccccc2nc1Cl	0	5	4	-5	6	-1	0.0	-3
CN(C)C(=O)c1cc(F)ccc1Sc1cc(Cl)ccc1Cl	·	-11	-13	·	-5	·	·	1
O=C(O)Cc1ccc(Nc2cnn(C34CC5CC(CC(CC(=O)O)(C5)C3)C4)c(=O)c2Cl)cc1	2	-7	3	-10	-1	5	1.8	-8
Cn1ncc(Cl)c1C(=O)N1CCN(c2ccc(Cl)c(Cl)c2)CC1	-1	-23	2	-10	·	2	-0.7	3

Rows are unselected. Share with any hit: about 3.2%.
